TWEAK Fn14 block – TWEAK-Fn14 signaling inhibition; TWEAK-stimulated Fn14 reporter cells, luciferase luminescence, 8 h; inhibition, % at 10 µM; actives 2% (n = 360,000); AID 1159606; in the data active = inhibition above about 50%
SRC3 inh – human NCOA3 inhibition; Q9Y6Q9; HEK293 GAL4-SRC3 luciferase reporter, luminescence; inhibition, % at 3.6 µM; actives 0.17% (n = 360,000); AID 588352;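 active = inhibition above a per-campaign cutoff, the mean of all compounds plus 3 SD, cut at about 60% in these data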;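 note: 0% = DMSO-treated cells and 100% = gossypol-treated cells at 36 µM; higher means less SRC3-driven luciferase light from the GAL4 reporter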
TROY NFkB inh – blocks TROY-dependent signaling in reporter cells | Q293 LMP1-TROYcd NF-kB luciferase reporter, 4 h | inhibition, % at 10 µM | actives 0.98% (n = 360,000);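 active = compounds whose plate-normalised and pattern-corrected inhibition of the luciferase reporter signal at the single screening dose is 50% or more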
CF NFkB block – blocks PAF-induced NF-kB reporter in cystic fibrosis cells | KKLEB NF-kB-GFP reporter, GFP fluorescence overnight | inhibition, % at 5 µM | actives 0.86% (n = 360,000) | AID 588850;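 active = at least 50% inhibition at 5 µM, scaled per plate between neutral and stimulator controls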;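 note: PAF is a Pseudomonas aeruginosa culture filtrate used as stimulus; plate controls were PAF-stimulated DMSO wells for no effect and unstimulated DMSO wells for full effect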
TRAIL sens C8 – sensitizes caspase-8 expressing cells to TRAIL; NB7+C8 cells + TRAIL, ATPlite viability luminescence; inhibition (viability loss, TRAIL sensitization), % at 10 µM; actives 1% (n = 360,000);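 active = compounds causing at least 50% loss of cell viability in the single-dose screen, relative to plate controls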
LMP1 NFkB inh – inhibitors of Epstein-Barr LMP1-induced NF-kappaB reporter. inhibition, % at 12.5 µM. LMP1-induced NF-kappaB luciferase reporter cells, luminescence. actives 0.69% (n = 350,000); in the data active = inhibition above about 41%;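 note: 0% = neutral control wells and 100% = reference inhibitor control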
SRC2 inh – human SRC2 (NCOA2) inhibition | Q15596 | HEK293 GAL4-SRC2 luciferase reporter, luminescence | inhibition, % at 9 µM | actives 0.17% (n = 370,000);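 active = inhibition above the mean inhibition of all tested compounds plus 3 SD, set per campaign, cut at about 52% in these data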;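 note: 0% = DMSO treated cells and 100% = cells given Gossypol at 36 µM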
COUP-TFII inh – blocks human COUP-TFII nuclear receptor; inhibition, % at 8.6 µM; HEK293T NGFI-A luciferase reporter, luminescence; actives 0.7% (n = 370,000); AID 686940;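 active = inhibition above a per-plate cutoff, mean inhibition of test wells between control levels plus 3 SD, cut at about 38% in these data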;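 note: cells cotransfected with COUP-TFII expression vector driving the NGFI-A reporter; 0% = median of COUP-TF2 test wells and 100% = reporter-only cells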
Target sequence (P24468 whole entry, looked up): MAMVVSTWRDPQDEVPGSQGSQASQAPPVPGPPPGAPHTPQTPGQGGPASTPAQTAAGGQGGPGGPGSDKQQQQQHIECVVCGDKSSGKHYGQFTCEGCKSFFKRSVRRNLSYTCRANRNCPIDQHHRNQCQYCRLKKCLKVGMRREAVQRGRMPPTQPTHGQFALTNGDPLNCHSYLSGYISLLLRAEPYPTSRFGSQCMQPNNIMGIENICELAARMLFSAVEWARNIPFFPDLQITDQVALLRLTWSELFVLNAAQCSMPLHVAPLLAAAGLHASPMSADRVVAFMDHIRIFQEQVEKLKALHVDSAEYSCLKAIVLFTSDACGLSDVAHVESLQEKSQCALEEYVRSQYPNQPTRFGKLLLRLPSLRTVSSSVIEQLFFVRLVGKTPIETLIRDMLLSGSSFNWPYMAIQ
NR5A2 inv ag – inverse agonists of human LRH-1 (NR5A2); O00482; HEK293T StAR-luciferase reporter, LRH-1 transfected, 24 h; inhibition, % at 3.6 µM; actives 0.13% (n = 360,000); AID 602396;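 active = inhibition above the mean inhibition of all tested compounds plus 3 SD, cut at about 73% in these data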;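 note: 0% = DMSO wells and 100% = reporter-only cells lacking LRH-1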
Target sequence (O00482 whole entry, looked up): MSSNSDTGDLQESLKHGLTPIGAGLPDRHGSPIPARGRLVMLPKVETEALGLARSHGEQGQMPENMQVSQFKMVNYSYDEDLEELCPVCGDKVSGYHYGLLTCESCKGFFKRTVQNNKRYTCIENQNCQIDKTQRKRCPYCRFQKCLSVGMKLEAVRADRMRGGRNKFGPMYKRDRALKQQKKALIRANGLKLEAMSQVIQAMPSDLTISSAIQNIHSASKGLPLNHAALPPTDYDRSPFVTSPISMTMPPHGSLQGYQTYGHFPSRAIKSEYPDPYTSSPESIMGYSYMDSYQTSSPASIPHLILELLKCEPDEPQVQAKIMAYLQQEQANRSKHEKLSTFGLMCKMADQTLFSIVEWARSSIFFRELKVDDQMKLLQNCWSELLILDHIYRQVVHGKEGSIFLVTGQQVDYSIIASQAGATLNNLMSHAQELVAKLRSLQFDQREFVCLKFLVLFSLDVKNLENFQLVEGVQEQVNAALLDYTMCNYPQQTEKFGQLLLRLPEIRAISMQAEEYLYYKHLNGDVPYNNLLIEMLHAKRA
KKLEB cytotox – reduces viability of KKLEB cystic fibrosis airway cells; KKLEB CF airway cells viability, ATPlite luminescence, overnight; stronger effect = lower value; cells stimulated with P. aeruginosa culture filtrate; activity change (cytotoxicity), % at 5 µM; actives 0.36% (n = 360,000); AID 602141;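 active = corrected activity change at or below -50% at 5 µM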
NCOA1 inh – inhibitors of human steroid receptor coactivator 1 (SRC1); Q15788; HEK293 GAL4-SRC1 luciferase reporter, luminescence; inhibition, % at 3.6 µM; actives 0.12% (n = 360,000); AID 588354;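 active = inhibition above the campaign mean plus 3 SD, with each screening campaign given its own cutoff, cut at about 60% in these data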;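 note: 0% = DMSO treated cells and 100% = gossypol at 36 µM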
The depositor's hits bear a star; x = not tested or not shown. The order is random. About 4.2% of those tested had a hit in this group.

Fields – NR5A2 inv ag	SRC2 inh	KKLEB cytotox	CF NFkB block	TROY NFkB inh	COUP-TFII inh	TWEAK Fn14 block	SRC3 inh	LMP1 NFkB inh	NCOA1 inh	TRAIL sens C8
> CC1(C)CC(=O)/C(=C(\O)CCCN2C(=O)c3ccccc3C2=O)C(=NCC(=O)O)C1
 : 5	-20	-5	9	12	-17	-2	3	9	-16	-1
> COc1ccc(C(C)NC(=O)c2ccc(Cl)cc2)cc1OC (stereo not drawn)
 : 10	17	-8	24	-2	19	6	13	0	3	-3
> CCc1ccccc1NC(=S)NC1CC2CCC(C1)N2Cc1ccc(F)cc1 (stereo not drawn)
 : 9	-24	-6	16	4	-14	-1	3	6	-3	-5
> O=C(/C=C\c1cccs1)N1CCN(Cc2ccc3c(c2)OCO3)CC1
 : 16	-30	14	2	-30	18	-14	-14	0	-33	-3
> COc1cc(/C=C2/SC(=S)N(Cc3ccccc3)C2=O)cc(OC)c1O
 : -3	-15	-8	-36	33	16	15	23	1	4	9
> CC1(C(=O)NS(=O)(=O)C2CC2)CCCN(C(=O)/C=C/c2ccccc2)C1 (stereo not drawn)
 : 13	-19	2	11	0	-11	-1	5	x	1	9
> COc1ccccc1C(=O)OCn1nnc2ccccc2c1=O
 : 16	-3	-22	9	-6	1	6	-2	-6	1	-17
> CCOc1ccc(CCNC(=O)COC(=O)c2cccc(S(=O)(=O)N3CCCC3)c2)cc1OCC
 : 50	-20	16	-16	-13	8	-4	-12	6	-8	-3
> O=C(Nc1ccc(Br)cc1)c1cccc2c1C(=O)N(C1CCCCC1)C2
 : -6	-18	-6	31	14	-1	-9	6	-5	3	-9
> O=C(Cc1ccccc1[N+](=O)[O-])NNC(=O)Nc1ccc2c(c1)OCO2
 : 0	27	27	-2	2	0	-5	-23	-17	-19	7
> O=C(c1cccs1)N1CCN(C23CC4CC(CC(C4)C2)C3)CC1
 : -4	16	11	12	-18	1	13	-5	-4	1	9
> Cc1cc(NC(=O)C2CCCO2)ccc1Br (stereo not drawn)
 : -12	-18	8	14	5	-14	0	-6	-4	-7	3
> COC(=O)c1ccc(NC(=O)CSc2nnc(Cc3cccn3C)n2-c2ccc(F)cc2)cc1
 : -6	7	6	5	9	-6	32	2	-11	-20	10
> O=C(CCS(=O)(=O)c1ccc(Br)cc1)NCc1ccc(F)cc1
 : -9	-1	-1	-4	-13	10	-4	23	1	5	-2
> C(=NN1CCCCCC1)c1ccc2ccccc2n1
 : 91*	84*	-84*	2	87*	95*	104*	90*	84*	88*	90*
> CC(=O)c1c(C)[nH]c(C(=O)CSc2nc3ccccc3n2C)c1C
 : -8	11	-11	-10	45	23	35	33	8	8	15
> CCOC(=O)CCC(=O)Nc1ccc(S(=O)(=O)Nc2cc(OC)nc(OC)n2)cc1
 : -4	-2	7	14	11	-8	6	6	-1	14	-2
> Cc1ccc(C(C(=O)NC(C)(C)C)N(CC2CCCO2)C(=O)Cn2nnc(-c3ccc(C)o3)n2)cc1 (stereo not drawn)
 : 14	6	1	-6	6	18	3	2	3	0	-7
> COC(=O)C(CSCc1ccccc1)NC(=O)CSc1nc(C)cc(=O)[nH]1 (stereo not drawn)
 : 6	-10	16	9	16	17	-14	16	0	6	-3
> CN(C)CCN(C(=O)c1ccc2ccccc2c1)c1nc2c(F)cccc2s1
 : -36	-27	-16	10	-13	-5	-23	10	10	2	4
> COc1ccc(NC(=O)c2c(C)nn(-c3ccccc3)c2Cl)cc1
 : -26	-6	0	14	15	-26	-29	-13	-3	-70	-3
> CCN(C(=O)CN1CCN(c2cccc(Cl)c2)CC1)c1c(N)n(Cc2ccccc2)c(=O)[nH]c1=O
 : -6	2	-10	0	-17	15	24	24	3	-1	-10
> CC1Cc2ccccc2N1C(=O)CCS(=O)(=O)c1ccc2c(c1)NC(=O)CS2 (stereo not drawn)
 : 9	6	3	11	7	3	-3	3	5	5	35
> Cn1c(Cl)nc2c1c(=O)n(Cc1cccc(Br)c1)c(=O)n2C
 : 7	-22	-4	-7	11	5	-5	-2	3	19	-1
> COc1ccc(-n2c(C)nc3c(cnn3-c3ccc(Cl)cc3)c2=O)cc1
 : 4	6	-15	4	11	8	25	20	8	-3	11
> CC(O)(c1cccnc1)c1nc(-c2ccc(S(C)(=O)=O)cc2)cs1 (stereo not drawn)
 : 36	23	8	-17	2	-16	2	-6	x	2	8
> COC(=O)c1cc(CSc2ncnc3sccc23)oc1C
 : -1	-2	3	-13	-9	-7	1	1	3	1	-5
> CCOc1ncccc1C(=O)OCC(=O)Nc1cccc(S(=O)(=O)N2CCCCCC2)c1
 : -1	-5	-21	22	38	10	24	-13	10	-10	-2
> Cc1cc(NC(=O)CN2C(=O)NC(C)(c3ccccc3)C2=O)no1 (stereo not drawn)
 : -10	-5	9	10	-1	11	-17	19	-10	0	-9
> Nc1c(Cl)ncnc1NCC(O)CO (stereo not drawn)
 : 0	14	3	-15	-9	-3	11	19	-2	0	3
> Cc1cccc(OC(C)C(=O)Nc2nc(-c3cccnc3)cs2)c1 (stereo not drawn)
 : 17	-4	9	-3	5	0	9	-6	-10	-14	0
> COc1cccc(CNC(=O)CN(C)S(=O)(=O)c2cccc3cccnc23)c1
 : 13	-14	2	12	5	15	14	15	-6	2	16
> CCOc1ccc(N/C(N)=N/c2nc(CSc3nnnn3-c3ccccc3)cc(=O)[nH]2)cc1
 : -2	22	2	-6	11	1	-27	15	4	7	3
> CC(NC(=O)c1cccc(F)c1)C1CC2CCC1C2 (stereo not drawn)
 : 30	19	-9	-4	-8	7	-28	16	3	-9	8
> COc1cc(C(C(=O)Nc2c(C)cccc2C)N(C)C(=O)c2ccc(-n3cnnn3)cc2)ccc1O (stereo not drawn)
 : 18	2	-19	8	-5	19	13	13	-8	1	-3
> Cc1ccc(C(C(=O)NCc2ccco2)N(C(=O)Cn2nnc3ccccc32)c2ccccc2)o1 (stereo not drawn)
 : -11	-23	0	-6	-6	-6	-9	-32	-3	-2	11
> O=C(Nc1cccc(F)c1)N1CCc2nc(NCc3cccc(Oc4ccccc4)c3)ncc2C1
 : 6	-20	-6	3	-2	21	19	4	x	13	-5
> CCOC(=O)C1CCCN(C(=O)Cc2c(F)cccc2Cl)C1 (stereo not drawn)
 : -15	1	-11	-5	2	7	9	13	-6	-22	-5
> CCN1CCN(S(=O)(=O)c2cc(OC)ccc2OC)CC1
 : 4	7	8	0	16	8	4	-2	4	5	2
> CN(C)C(=O)c1ccccc1NC(=O)Cc1cccc2ccccc12
 : 0	-5	-11	12	-22	12	17	0	2	12	-14
> Cc1nonc1N1CCN(Cc2cn[nH]c2-c2ccc3c(c2)OCO3)CC1
 : 9	-2	0	1	1	-6	-1	12	9	-14	-3
> O=C(COC(=O)c1cccc(Cl)c1)NC1CCCCCCC1
 : 9	9	-15	9	-27	-8	-5	17	3	7	6
> COCC(C)N=C1NN=C(c2c[nH]c3ccccc23)CS1 (stereo not drawn)
 : -44	-35	5	5	-71	-22	-11	-64	2	-51	6
> Cc1cccc(NS(=O)(=O)c2ccc(C)c(C(=O)NCC(c3cccs3)N(C)C)c2)c1 (stereo not drawn)
 : 19	-14	-15	-1	-23	20	4	-100	-2	6	-22
> CCOC(=O)c1nc(C)nc(Sc2n[nH]c(-c3cc(C(F)(F)F)cc(C(F)(F)F)c3)n2)c1C
 : 3	-27	-9	3	59*	-2	-41	16	-5	-5	1
> CCOC(=O)CN(C(=O)c1ccccc1[N+](=O)[O-])C(C)(C)C
 : -3	-7	-2	-17	10	10	3	7	5	0	-3
> COc1ccc(C2=Nn3c(nnc3-c3ccc(OC)cc3)SC2)cc1
 : 26	2	-25	6	18	-107	-6	8	3	0	23
> CCOC(=O)Nc1ccc(S(=O)(=O)Nc2onc(C)c2C)cc1
 : -3	8	6	-26	17	-2	13	10	x	8	-4
> CSc1ccc(CN2C(=O)C(C)ON=C2c2ccccc2F)cc1 (stereo not drawn)
 : 10	22	8	-17	-48	13	2	2	x	-3	-1
> O=C(O)/C=C/c1cn(-c2ncc(C(F)(F)F)cc2Cl)c2ccccc12
 : 23	15	7	-9	3	-1	1	5	10	4	12

Records listed so far printed as active in NCOA1 inh:
SMILES	NR5A2 inv ag	SRC2 inh	CF NFkB block	COUP-TFII inh	TWEAK Fn14 block	SRC3 inh	LMP1 NFkB inh	NCOA1 inh
C(=NN1CCCCCC1)c1ccc2ccccc2n1	91*	84*	2	95*	104*	90*	84*	88*

Going on with the list:
Fields – NR5A2 inv ag	SRC2 inh	KKLEB cytotox	CF NFkB block	TROY NFkB inh	COUP-TFII inh	TWEAK Fn14 block	SRC3 inh	LMP1 NFkB inh	NCOA1 inh	TRAIL sens C8
> Cc1c(C)n2c3c(cccc13)CC2
 : 3	4	2	3	7	-7	4	3	1	-12	-6
> COc1ccccc1OCCNC(=O)c1ccco1
 : -20	14	-13	-13	2	0	10	-16	-6	-19	4
> CCN1/C(=C\C=C(C(C)=O)C(C)=O)Sc2ccccc21
 : 10	-20	-2	-58	0	-19	-3	-31	9	-2	1
> CCC1CCCCN1S(=O)(=O)c1ccc([N+](=O)[O-])cc1 (stereo not drawn)
 : 2	16	8	13	9	-10	7	2	-7	8	-21
> CC(C)COc1ccc(C(=O)N(Cc2ccco2)C2CCS(=O)(=O)C2)cc1 (stereo not drawn)
 : 16	-6	1	0	x	10	73*	-9	2	-10	17
> C/C(CC(=O)N1CCN(C=O)CC1)=N\NC(=O)c1cccc([N+](=O)[O-])c1
 : 9	-32	-9	-2	3	2	5	12	2	1	12
> CCOc1ccc(N(C)S(=O)(=O)c2cnc[nH]2)cc1
 : -14	-12	14	-10	8	-16	-2	-12	4	-6	3
> O=C(CCS(=O)(=O)c1ccccc1)Nc1nc(-c2ccccn2)cs1
 : -6	11	13	18	7	4	11	-15	1	-23	18
> C=C(C)C(=O)N1CC2(CC(c3cccc(NC(=O)/C=C\C=C/C)c3)=NO2)C[C@H]1C(N)=O (stereo partly drawn)
 : -18	14	14	-1	-5	6	13	8	-8	-24	-2
> COc1ccc(C(=O)NCC(=O)OCC(=O)c2ccccc2Br)cc1OC
 : -18	15	-1	13	13	6	-19	-6	2	-1	-8
> COc1ccccc1N(CC(=O)NCc1ccco1)S(=O)(=O)c1ccc(C)cc1
 : 0	-12	6	0	-15	6	25	-9	37	-34	2
> CCN(CC)CCn1c(NCc2ccc3c(c2)OCO3)nc2ccccc21
 : -20	-5	-9	6	0	10	-14	5	-11	3	5
> Cc1cc(=O)[nH]c(-c2ccccc2)n1
 : 7	1	6	-1	-11	-11	-6	19	-8	-9	0
> O=C(Cn1ncc2c1-c1ccccc1OC2)N1CCN(Cc2ccc3c(c2)OCO3)CC1
 : 10	-3	11	-6	9	-5	-3	12	-14	7	-9
> Cc1c(C(=O)Nc2cccc(C(F)(F)F)c2)oc2ccc(S(=O)(=O)N3CCOCC3)cc12
 : 1	-7	8	-7	42	24	13	-10	16	-17	29

High-throughput results as filed in PubChem.
